# aGal spleen mod: inhibits or activates alpha-galactosidase in human spleen homogenate. Potency, µM (doses to about 80 µM), inactives show at the highest dose activity change, negative = inhibition, most hits filed as inhibitors. human spleen homogenate, 4MU-alpha-Gal fluorescence, 40 min. 0.008% of 240,000 active. P06280;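 note: potency is the fitted concentration of half-maximal effect; 0% = enzyme with vehicle and -100% = no enzyme basal signal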
# Target sequence (P06280 32-429 limits assumed): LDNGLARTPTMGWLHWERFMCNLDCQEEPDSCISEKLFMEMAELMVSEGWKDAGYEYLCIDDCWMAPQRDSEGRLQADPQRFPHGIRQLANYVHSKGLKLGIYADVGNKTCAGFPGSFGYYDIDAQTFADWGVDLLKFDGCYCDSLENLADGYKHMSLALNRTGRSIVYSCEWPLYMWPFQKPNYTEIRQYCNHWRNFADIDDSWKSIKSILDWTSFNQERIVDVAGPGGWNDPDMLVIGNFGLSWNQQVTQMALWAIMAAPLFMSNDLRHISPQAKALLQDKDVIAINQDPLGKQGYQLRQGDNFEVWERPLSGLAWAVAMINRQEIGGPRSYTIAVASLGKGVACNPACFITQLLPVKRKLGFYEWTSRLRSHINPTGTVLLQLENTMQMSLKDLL
#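 Fluorogenic readout (Ex 365/Em 440 nm) of 4-methylumbelliferone released from 1 mM 4-MU-alpha-galactoside by spleen homogenate, 40 min at 37C, pH 5.0. Data normalized to no-enzyme and enzyme controls; Hill-equation AC50 from compound titrations.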
# CBFb-RUNX1 inh: CBF-beta/RUNX1 interaction disruption. Q01196+Q13951. AlphaScreen CBFb-His/RUNX1-biotin binding, biochemical. Potency, µM (doses to about 59.8 µM), without a hit: at the highest dose activity, negative = inhibition, usual class: inhibitors. 230,000 tested, under 10 active; note: % of control where 0% means no effect
#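 Inhibition was taken as any reduction in AlphaScreen signal from the CBF-beta–RUNX1 pair (His and biotin tags, 30 nM each), measured after compound (15 min) and bead (90 min) incubations at room temperature.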
# NPSR antagonist: blocks cAMP signaling of the human neuropeptide S receptor | Potency, µM (doses to about 38.3 µM), inactives show at the top dose activity change, negative = inhibition, usual class: inhibitors | 1% of 220,000 active | AID 1461 | Q6W5P4 | CHO-NPSR cells, cAMP TR-FRET, antagonist mode; note: potency is the fitted concentration of half-maximal effect; % is set by controls: 0 for no effect and ±100 for the full control effect; nearly all actives have a fitted effect of over 50% in size; many of its hits are not listed in these tables
# Target sequence (Q6W5P4 whole entry, looked up): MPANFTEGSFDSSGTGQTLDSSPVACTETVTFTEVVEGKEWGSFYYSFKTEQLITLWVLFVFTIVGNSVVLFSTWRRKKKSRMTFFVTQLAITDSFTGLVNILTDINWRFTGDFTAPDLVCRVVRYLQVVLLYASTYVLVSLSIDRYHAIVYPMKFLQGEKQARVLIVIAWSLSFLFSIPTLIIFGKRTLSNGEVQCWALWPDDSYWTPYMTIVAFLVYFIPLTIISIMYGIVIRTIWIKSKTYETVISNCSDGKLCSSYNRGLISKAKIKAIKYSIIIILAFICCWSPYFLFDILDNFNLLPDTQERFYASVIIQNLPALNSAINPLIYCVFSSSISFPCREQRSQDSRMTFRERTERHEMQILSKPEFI
# KinaseGlo FLuc: Kinase-Glo luciferase inhibition (counter-screen) | Q27757 | Kinase-Glo luciferase, ATP luminescence, 8 min | Potency, µM (series often up to 38.3 µM), without a hit: at the highest dose activity change, negative = inhibition, usual class: inhibitors | 0.28% of 200,000 active; note: potency is the fitted concentration of half-maximal effect; % is set by controls: 0 for no effect and ±100 for the full control effect; nearly all actives have a fitted effect of over 60% in size
#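 Compounds were added to a substrate mix at pH 7.2 (50 mM imidazole, 10 uM ATP, within the enzyme's linear range), followed by Kinase-Glo detection reagent; luminescence was measured after 8 minutes at ambient temperature.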
# Lamin A splicing: modulators of lamin A splicing | HeLa LMNA splicing GFP/RFP minigene ratio, 48 h | Potency, µM (highest dose often 46.1 µM), for inactives: top-dose ratio change, negative = inhibition, hits mostly inhibitors | 0.01% of 200,000 active; active = well fitted inhibition curve with a large enough effect in the signal ratio, with a control signal flat, not every such curve was filed as active; inconclusive = small, poorly fitted or top-dose-only effect, or effect the other way, or a change in a side signal; the % refers to the signal ratio; note: potency is the fitted concentration of half-maximal effect; % is set by controls: 0 for no effect and ±100 for the full control effect
#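 S3 HeLa stable clones carrying a lamin A-EGFP splicing minigene plus DsRed2 were seeded at 600 cells/well in Opti-MEM with 2% FBS, pin-dosed and incubated 48 h at 37°C. Acumen cytometry (488 nm) gave the GFP/RFP total-intensity ratio.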
# IMPase Li inh: cell-permeable IMPase inhibitors with lithium potentiation | CHO-M1 cells, IP1 TR-FRET (IP-One), carbachol + lithium | Potency, µM (titrated, usually from 59.4 µM), inactives show at the top dose activity, negative = IMPase inhibition, actives largely listed as inhibitors | 0.35% of 210,000 active;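 note: IP1 builds up when IMPase is blocked and the TR-FRET signal falls; potency is the fitted concentration of half-maximal effect; plate controls were basal vehicle for no effect and high inhibitor control for full effect; nearly all actives have a fitted effect of over 50% in size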
#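 CHO-M1, 2000 cells/well, 16–30 h culture; cpd + low Li+, 30 min 37C; lysis with d2-IP1/Eu-anti-IP1 Ab, 10 min RT; TR-FRET 665/620 ratio and 620 channel; AC50 via Hill.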
# Epigenetic derep: derepresses silenced GFP reporter in murine cells. 0.2% of 280,000 active. murine LDR cells, GFP reporter derepression, 30 h. Potency, µM (top dose mostly 53.9 µM), without a hit: at the highest dose GFP activation, most hits filed as activators; note: potency is the fitted concentration of half-maximal effect; % of control where 0% means no effect; nearly all actives have a fitted effect of over 60% in size
#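 Murine LDR cells bearing a silenced CMV-driven GFP reporter were exposed to compound for 30 h at 37 C. After PBS washes, GFP-positive cells (20-120 um objects) counted by laser-scanning microplate cytometry.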
# Numbers without * were called inactive; ? = inconclusive; · = no result given; [ ] = remark or other dose. Unless noted, calls come from the whole dose curve; as a rule, active = well fitted curve in the direction sought with a large enough effect; inconclusive = small, poorly fitted or top-dose-only effect, or another doubt; inactive = no such curve, though single readings can be large; an effect the other way counts as inactive or inconclusive.
# The first three records as a preview:
entry	Structure	aGal spleen mod	CBFb-RUNX1 inh	NPSR antagonist	KinaseGlo FLuc
1	Cc1ccc(NC(=O)CS(=O)CC(=O)NCC2CCCO2)cc1 (stereo not given)	-4%	7%	10%[46.1 µM]	2%
2	O=C(Cn1nc(Cc2ccncc2)c2ccccc2c1=O)N1CCc2ccccc2C1	-10%	0%	-11%[46.1 µM]	4%
3	Cc1ccc(/C=N/NC(=O)CNC(=O)COc2ccccc2)o1	3%	-2%	-8%[46.1 µM]	0%

entry	Lamin A splicing	IMPase Li inh	Epigenetic derep
1	-4%	4%	1.2%
2	-7%	16%[38.3 µM]	0.8%
3	-16%	12%	0.0%

# This part in full, from the start:
entry	Structure	aGal spleen mod	CBFb-RUNX1 inh	NPSR antagonist	KinaseGlo FLuc
1	Cc1ccc(NC(=O)CS(=O)CC(=O)NCC2CCCO2)cc1 (stereo not given)	-4%	7%	10%[46.1 µM]	2%
2	O=C(Cn1nc(Cc2ccncc2)c2ccccc2c1=O)N1CCc2ccccc2C1	-10%	0%	-11%[46.1 µM]	4%
3	Cc1ccc(/C=N/NC(=O)CNC(=O)COc2ccccc2)o1	3%	-2%	-8%[46.1 µM]	0%
4	Cc1nn(C)cc1C(C)NC(=O)c1cc(COc2c(F)cccc2F)on1 (stereo not given)	3%	7%	-4%	4%
5	COc1cccc(C(=O)CN2C(=O)C(C)(C)Oc3ccc(C(=O)N4CCCCCC4)cc32)c1	3%	12%	-24%[46.1 µM]	1%
6	CC(C)(C)NC(=O)CN1CCC(O)(c2ccccc2)CC1	6%	0%	3%[46.1 µM]	0%
7	O=[N+]([O-])c1ccc(C(=Nc2cccc3ccccc23)N2CCOCC2)cc1	3%	?	-29%[46.1 µM]	-2%
8	COc1ccccc1C1C(C(N)=O)=C(C)Nc2ncnn21 (stereo not given)	-1%	7%	4%[46.1 µM]	2%
9	Cc1ccccc1C(=O)NN(C)c1nc2ccccc2nc1C(F)(F)F	-2%	9%	13%[46.1 µM]	-4%
10	Cc1ccc(C(=O)N/N=C\c2ccccc2[N+](=O)[O-])cn1	-2%	4%	1%	-8%
11	O=C(Oc1ccc(C(=S)N2CCOCC2)cc1Br)c1cc(Cl)ccc1Cl	-5%	-5%	-8%[46.1 µM]	-2%
12	CC(C)c1ccc(O)c(NC(=O)c2ncn[nH]2)c1	-3%	-3%	-6%[46.1 µM]	-2%

entry	Lamin A splicing	IMPase Li inh	Epigenetic derep
1	-4%	4%	1.2%
2	-7%	16%[38.3 µM]	0.8%
3	-16%	12%	0.0%
4	·	5%	-3.3%
5	1%	27%[38.3 µM]	-1.0%
6	-1%	7%[38.3 µM]	5.2%
7	-13%	22%[38.3 µM]	-0.2%
8	4%	-14%[38.3 µM]	0.3%
9	-5%	5.6µM*	0.0%
10	·	-7%	-1.2%
11	12%	-1%[38.3 µM]	-0.9%
12	-6%	-4%[38.3 µM]	-1.2%

entry	Structure	aGal spleen mod	CBFb-RUNX1 inh	NPSR antagonist	KinaseGlo FLuc
13	CS(=O)(=O)N1CCC(C(=O)Nc2ccc(Br)cc2F)CC1	11%	-4%	-8%[46.1 µM]	0%
14	COc1ccc(NS(=O)(=O)c2ccc(O)c(NC(=O)c3cc4c(C)nn(-c5ccc(F)cc5)c4s3)c2)cc1	5%	-16%	-53%	2%
15	COc1ccccc1NC(=O)c1c(Nc2ccccc2C)sc(C(=O)Nc2cccc(Cl)c2)c1N	-2%	-20%	-41%	4%
16	COc1ccc(CNC(=O)C2CCC(CNc3c(N4CCC(C)CC4)c(=O)c3=O)CC2)cc1 (stereo not given)	13%	-2%	10%	·
17	CCN1CCN(c2ccc(NC(=O)c3cccc(F)c3)cc2Cl)CC1	-5%	-4%	10%	-3%
18	Cc1cc(C)c(NC(=O)/C=C\C(=O)O)c([N+](=O)[O-])c1	-4%	3%	1%[46.1 µM]	16%
19	Cc1cc(OCC(=O)Nc2ccc3c(c2)OCCO3)ccc1Cl	4%	11%	-19%[46.1 µM]	-2%
20	COc1ccc(OC)c(/C=C2/Sc3ccccc3C2=O)c1	3%	9%	20%	-10%
21	COc1ccccc1-c1cc(C(=O)NCc2ccccc2)no1	3%	12%	?	-2%
22	O=c1[nH]c(N2CCc3ccccc32)nc2c1CCCC2	18%	4%	-10%[46.1 µM]	-6%
23	O=C(CN1C(=O)c2ccccc2S1(=O)=O)Nc1ccccc1	27%	3%	-8%[46.1 µM]	0%
24	CCOC(=O)c1ccc(-c2ccc(/C=N/NC(=O)CN(c3cccc(C)c3)S(C)(=O)=O)o2)cc1	-1%	0%	-12%	-1%

entry	Lamin A splicing	IMPase Li inh	Epigenetic derep
13	-3%	15%[38.3 µM]	-1.1%
14	-17%	14%	-1.9%
15	?	0%	-2.0%
16	·	·	-1.3%
17	-8%[46 µM]	21%	-0.3%
18	-7%	-5%[38.3 µM]	4.5%
19	?	2%[38.3 µM]	0.0%
20	·	11%	16%
21	15%	-5%[38.3 µM]	-1.9%
22	-9%	21%[38.3 µM]	-5.8%
23	?	-9%[38.3 µM]	-1.9%
24	-2%	1%	-3.2%

entry	Structure	aGal spleen mod	CBFb-RUNX1 inh	NPSR antagonist	KinaseGlo FLuc
25	CSc1ccc(S(=O)(=O)Nc2ccc3c(c2)NC(=O)CC3)cc1	5%	10%	-11%	4%
26	COc1ccc(N(C(C)C(=O)Nc2ccc(S(=O)(=O)N3CCOCC3)cc2)S(C)(=O)=O)cc1 (stereo not given)	-5%	-1%	3%	-1%
27	O=C(Nc1cccnc1)c1ccc(-c2cc(Cl)ccc2Cl)o1	2%	-3%	-20%	-5%
28	COc1cccc2sc(NN)nc12	-7%	-16%	-12%	1%
29	CC(C)(C)c1cc(OC(=O)c2ccncc2)ccc1O	3%	2%	10%	0%
30	CCOc1ccc(NC(C(=O)Nc2cccc(C(C)=O)c2)c2ccccc2)cc1 (stereo not given)	-9%	?	-3%	1%
31	CC(=O)COC(=O)C1CCN(S(=O)(=O)c2cc([N+](=O)[O-])ccc2Cl)CC1	6%	-13%	-5%	·
32	O=C1OCc2cc(NC(=O)C3CCCCC3)ccc21	3%	2%	-15%[46.1 µM]	-1%
33	COc1ccc(CCc2nnc(CCC(=O)N(C)Cc3ccnc4ccccc34)o2)cc1	-12%	6%	-1%	-1%
34	CC(=O)c1cccc(NC(=O)c2cc(C)no2)c1	?	0%	3%[46.1 µM]	0%
35	O=C(Nc1nnc(SCc2ccc(F)cc2)s1)c1ccco1	-4%	1%	-5%[46.1 µM]	1%
36	CCOC(=O)C1CCN(C(=O)CN(c2ccc(OC)c(OC)c2)S(=O)(=O)c2ccccc2)CC1	-4%	0%	4%[46.1 µM]	-1%

entry	Lamin A splicing	IMPase Li inh	Epigenetic derep
25	-14%[9.22 µM]	12%	-0.1%
26	-17%[46 µM]	5%	5.3%
27	-13%[46 µM]	9%	1.1%
28	8%[9.22 µM]	13%	-3.4%
29	-8%	0%	-1.0%
30	-12%	-1%	0.0%
31	·	·	-2.2%
32	3%	35%[activator][38.3 µM]	1.0%
33	·	12%	0.0%
34	-11%	2%	-1.0%
35	10%	19%[38.3 µM]	1.0%
36	2%	4%[38.3 µM]	7.0%

entry	Structure	aGal spleen mod	CBFb-RUNX1 inh	NPSR antagonist	KinaseGlo FLuc
37	CC1(C)OC2CC3C4CC(F)C5=CC(=O)CC[C@@]5(C)C4C(O)C[C@@]3(C)[C@]2(C(=O)CO)O1 (stereo not given in full)	14%	8%	·	-4%
38	COc1cccc(C2C3=C(N=c4s/c(=C\c5cccc(O)c5)c(=O)n42)c2ccccc2CC3)c1OC (stereo not given)	6%	?	?	0%
39	CC(C)[C@H](NC(=O)c1ccccc1)C(=O)OCC(=O)N1CC(=O)Nc2ccccc21	1%	-2%	24%	0%
40	Cc1ccc2cc(C#N)c(NCCCNC(=O)C3CCCO3)nc2c1 (stereo not given)	?	8%	-4%[46.1 µM]	-2%
41	Cn1c(NC(=O)c2ccc(Cl)cc2)c(-c2ccccn2)c(=O)c2ccccc21	3%	-2%	14%[46.1 µM]	1%
42	COc1cc(OC)c(C2N(c3cc(C)on3)C(=O)C3CCCN32)cc1OC (stereo not given)	1%	4%	0%[46.1 µM]	5%
43	Oc1ccc(/C=N/Nc2ccccc2)cc1	-2%	-1%	-7%	-1%
44	CN1C(=O)CSc2ccc(NC(=O)NCc3cccnc3)cc21	2%	-9%	1%[46.1 µM]	-2%
45	O=C(O)c1ccc(N/N=C/c2cc3cc4c(cc3nc2Cl)OCCO4)cc1	9%	20%	-44%	·
46	CCC(=O)NC(NC(=S)Nc1cccc2cccnc12)C(Cl)(Cl)Cl (stereo not given)	0%	-5%	0%	-3%
47	COc1ccc(C(=O)N2CCc3c([nH]c4ccccc34)C2C(F)(F)F)cc1 (stereo not given)	-1%	-3%	21%	·
48	CCOC(=O)N1CCN(C(=O)Cc2c(C(=O)O)n(C)c3ccccc23)CC1	-13%	-4%	11%	·

entry	Lamin A splicing	IMPase Li inh	Epigenetic derep
37	·	5%	-0.5%
38	?	-2%	3.9%
39	-11%	5%	0.0%
40	5%	7%[38.3 µM]	-2.2%
41	2%	?	-0.3%
42	2%	-7%[38.3 µM]	-1.1%
43	-2%[46 µM]	1%	-1.6%
44	6%	8%[38.3 µM]	0.0%
45	·	·	-0.7%
46	-14%	3%	3.6%
47	·	·	0.5%
48	·	-7%	-0.3%

entry	Structure	aGal spleen mod	CBFb-RUNX1 inh	NPSR antagonist	KinaseGlo FLuc
49	O=C(NCc1n[nH]c(=S)n1-c1ccccc1)c1ccc(S(=O)(=O)N2CCCCC2)cc1	0%	2%	24%	1%
50	O=[N+]([O-])c1cnn(-c2nc(-c3ccccc3)cc(C(F)(F)F)n2)c1	3%	2%	5%	-3%
51	COc1cc(C2=NOC(C(=O)NCc3ccc(F)cc3)C2)cc(OC)c1OC (stereo not given)	1%	2%	?	0%
52	Cc1cccc(Sc2c([N+](=O)[O-])ncn2C)n1	7%	9%	-11%[46.1 µM]	-6%
53	Cc1ccc2nc3c(cc(C#N)c(=O)n3CCN3CCOCC3)c(=O)n2c1	?	-4%	1%[46.1 µM]	·
54	CC1CCN(CCOCCSc2ccc(Cl)cc2)CC1	-8%	6%	2%	-4%
55	Cc1[nH]nc2c1C(CC(C)C)C(C#N)=C(N)O2 (stereo not given)	15%	7%	2%	·

entry	Lamin A splicing	IMPase Li inh	Epigenetic derep
49	·	-3%	-2.8%
50	·	-8%	-0.2%
51	?	-15%[38.3 µM]	0.0%
52	-26%	2%[38.3 µM]	-1.4%
53	-3%	·	-3.2%
54	-21%[46 µM]	22%	0.1%
55	·	·	-1.9%

# The list is partial; the hit share may differ from the screen's.
